Screening results as filed in PubChem.
S1P4 antag: antagonists of human S1P4 receptor. O95977. AID 1510. 0.26% of 220,000 active. S1P4-expressing cells, antagonist mode, reporter read-out. inhibition, % at 4.98 µM; in the data active means inhibition above about 29%;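 further: 0% = wells stimulated with agonist and 100% = vehicle wells without agonist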
Ba/F3 V617F tox: loss of viability in JAK2V617F-driven Ba/F3 cells | Ba/F3 EpoR-JAK2V617F viability, ATP luminescence | inhibition, % at 5.6 µM | 1.1% of 220,000 active;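 active means inhibition above the campaign mean plus 3 SD over all tested compounds, cut at about 24% in these data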;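 further: cytokine-independent growth of Ba/F3 cells driven by EpoR plus mutant JAK2; 0% = DMSO-treated cells and 100% = JAK inhibitor I control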
TRPML3 ag: activates the human TRPML3 channel. HEK293 TRPML3-YFP, Fluo-8 calcium fluorescence; 100% = the carbachol control signal. activation, % at 3 µM. Q8TDD5. 0.29% of 220,000 active;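 active means activation above its plate's cutoff, the mean activation of the plate's test wells plus 3 SD, cut at about 12% in these data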;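 further: 0% = DMSO only wells and 100% = carbachol wells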
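Test system: HEK293 cells stably carrying human TRPML3-YFP; Doses: single dose, 3 µM final nominal compound, 0.3% DMSO final; Schedule: dye loading 1 h 37 °C then 30 min ambient, 125 s read; Technique: Fluo-8 calcium fluorescence; Benchmarks: high control carbachol 87 µM, low control DMSO.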
m-calpain inh: inhibitors of pig calpain II. purified calpain II, fluorogenic peptide substrate, 30 min. inhibition, % at 16 µM. 0.37% of 220,000 active. AID 1236;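 active means inhibition above about 50%, limit read from the data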
S1P4 ag: human S1P4 receptor agonism; 0.35% of 220,000 active; S1P4-expressing cell line, agonist reporter assay; activation, % at 4.98 µM; O95977; AID 1509; in the data active means activation above about 11%;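 further: 0% = DMSO vehicle and 100% = reference agonist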
BaF3 parental: reduces parental Ba/F3 cell viability, JAK2V617F counter-screen. CellTiter-Glo ATP luminescence. inhibition, % at 5.6 µM. 1.1% of 220,000 active. AID 1486;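 active means inhibition above a per-campaign cutoff, the mean inhibition of all tested compounds plus 3 SD, cut at about 27% in these data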;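 further: 0% = DMSO wells and 100% = JAK Inhibitor I control wells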
EP2 modulator: modulates human prostaglandin E2 receptor EP2 signaling; P43116; EP2-expressing cells, cAMP HTRF FRET, PGE2 co-stimulation; induction, % at 25 µM; 0.83% of 260,000 active;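 active means compounds whose cAMP rise, as percent of the full-agonist control response, exceeds 60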;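 further: rat C6 glioma line stably carrying human EP2 under a CMV promoter; the protocol text gives 20 µM as final concentration; 100% = response of wells given 1 µM PGE2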
PERK inh: inhibitors of human PERK kinase. Q9NZJ5. CHO PERK-DD fusion, SEAP luminescence translation reporter. inhibition, % at 5.6 µM. 0.17% of 220,000 active. AID 1416;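 active means inhibition above the mean inhibition of all tested compounds plus 3 SD, set separately per screening campaign, cut at about 2.9% in these data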;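 further: PERK kinase domain activated by AP20187 dimerizer at 100 nM; 0% = DMSO with dimerizer and 100% = rapamycin at 8.4 µM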
Target sequence (Q9NZJ5 whole entry, looked up, the tested form may be a part): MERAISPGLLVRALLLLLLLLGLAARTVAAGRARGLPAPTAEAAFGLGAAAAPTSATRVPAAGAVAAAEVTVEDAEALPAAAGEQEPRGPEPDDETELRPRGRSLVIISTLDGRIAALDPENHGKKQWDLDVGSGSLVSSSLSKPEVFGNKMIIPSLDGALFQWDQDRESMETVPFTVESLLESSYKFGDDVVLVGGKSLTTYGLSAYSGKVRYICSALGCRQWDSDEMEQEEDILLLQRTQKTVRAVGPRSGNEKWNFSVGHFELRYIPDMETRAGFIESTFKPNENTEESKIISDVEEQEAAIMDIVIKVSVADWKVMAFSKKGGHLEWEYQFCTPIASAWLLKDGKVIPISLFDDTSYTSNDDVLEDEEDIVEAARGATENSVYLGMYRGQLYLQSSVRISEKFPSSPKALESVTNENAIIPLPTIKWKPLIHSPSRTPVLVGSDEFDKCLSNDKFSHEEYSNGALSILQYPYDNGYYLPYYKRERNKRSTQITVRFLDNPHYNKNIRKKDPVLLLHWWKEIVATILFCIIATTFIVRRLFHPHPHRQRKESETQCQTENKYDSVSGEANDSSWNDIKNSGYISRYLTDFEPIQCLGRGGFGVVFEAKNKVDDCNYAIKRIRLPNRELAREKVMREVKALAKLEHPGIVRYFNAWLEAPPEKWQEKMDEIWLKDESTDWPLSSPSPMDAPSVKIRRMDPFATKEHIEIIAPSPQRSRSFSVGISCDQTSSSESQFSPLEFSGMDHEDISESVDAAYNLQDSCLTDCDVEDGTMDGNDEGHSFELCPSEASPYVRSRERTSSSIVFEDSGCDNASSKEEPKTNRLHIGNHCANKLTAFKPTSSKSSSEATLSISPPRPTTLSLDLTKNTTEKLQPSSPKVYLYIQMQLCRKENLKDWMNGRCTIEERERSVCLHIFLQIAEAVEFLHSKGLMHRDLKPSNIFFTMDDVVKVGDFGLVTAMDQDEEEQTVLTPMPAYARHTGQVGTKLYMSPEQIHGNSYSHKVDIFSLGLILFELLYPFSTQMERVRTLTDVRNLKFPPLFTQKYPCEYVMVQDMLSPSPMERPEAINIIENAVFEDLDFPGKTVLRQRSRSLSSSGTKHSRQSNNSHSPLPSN
zfTRPN1 agonist: agonists of zebrafish TRPN1 channel; HEK293 zebrafish TRPN1-YFP, Fluo-8 calcium fluorescence; 100% = response to 87 µM carbachol; activation, % at 3 µM; 0.18% of 220,000 active; AID 1424;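 active means activation above its plate's cutoff, the mean activation of test wells on that plate plus 3 SD, cut at about 19% in these data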;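 further: 0% = DMSO alone and 100% = 87 µM carbachol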
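Material: zebrafish TRPN1-YFP in HEK293 cells. Doses: one dose of 3 µM, 0.3% DMSO. Incubation: dye 1 h 37 °C plus 30 min RT. Measured by: intracellular calcium fluorescence with Fluo-8.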
* marks the source's active call; other numbers are inactive results; . = not tested or not shown; & = joins results of further samples.

SMILES	S1P4 antag	Ba/F3 V617F tox	TRPML3 ag	m-calpain inh	S1P4 ag	BaF3 parental	EP2 modulator	PERK inh	zfTRPN1 agonist
C/C(=N\Nc1ncc(Cl)cc1Cl)c1cccs1	14	0	0.0	25	-0.7	5	-15	-0.1	-3.3
COc1cc(NC(=O)c2ccccc2)c(OC)cc1NC(=O)Cc1cccs1	-11	-2	-1.4	-148	1.1	6	2	0.1	-0.9
CCCCOc1cc(C)nc(NCc2ccccc2)n1	-2	1	-0.9	-1	-0.4	3	78*	-0.3	-0.7
Cc1cc(Cl)cc(Br)c1OCCCNCC(C)O (centres undefined)	15	5	0.8	28	-0.1	1	-38	-0.8	1.0
Cc1cccc(-c2nnc(N)s2)c1	-9	-3	0.2	-6	0.3	0	17	1.1	0.3
Cc1ccc(/C=C2/NC(=O)N(Cc3ccccc3)C2=O)s1	-23	-4	-0.2	-35	-0.3	0	-19	-0.7	-0.6
N#C/C(=C\c1ccncc1)c1nc2ccccc2[nH]1	4	-3	0.6	25	3.0	1	-38	-0.2	-0.1
CCOC(=O)c1sc2ncn(C(C)C(=O)OCC)c(=O)c2c1C (centres undefined)	1	-3	-1.3	-3	-0.8	1	-4&-39	0.0	-2.4
COc1ccc(-c2nnc(Nc3ccc(S(=O)(=O)Nc4nccs4)cc3)c3ccccc23)cc1	17	1	0.5	-126	1.2	3	10	-0.1	2.0
O=C(CCC1CCCC1)Nc1cccn(Cc2ccccc2Br)c1=O	-12	-3	2.2	30	-0.4	-8	6	0.7	0.2
Cn1c(N)c(C(=O)COC(=O)C(Cc2ccccc2)NC(=O)c2ccccc2)c(=O)n(C)c1=O (centres undefined)	-5	-1	0.9	15	0.0	1	24	1.5	0.9
COc1cccc(CN2CCCC(C(=O)c3ccc4c(c3)OCO4)C2)c1OC (centres undefined)	-3	-5	1.0	-13	1.0	5	-36	0.0	0.0
Clc1ccc(-c2noc(CSc3nnc(-c4ccncc4)n3-c3ccccc3)n2)cc1	-4	-2	2.5	9	0.0	4	-26	-0.8	3.3
Cc1ccccc1C(=O)NNC1=NCCC1	-7	6	1.1	15	1.4	11	19	-0.4	2.7
O=C(NCc1cccnc1)c1ccc(Cl)c(Cl)c1	-1	1	0.1	-12	0.4	7	13	0.2	0.0
O=C(CSc1ccc2nnc(-c3ccccn3)n2n1)Nc1ccc2c(c1)OCCO2	-25	-5	0.0	-37	-4.2	3	-2	1.2	2.3
COc1ccc(CCC(=O)NCc2ccco2)cc1	-25	2	0.7	-152	2.7	4	3	-0.5	-0.5
O=S1(=O)CCC(N=Cc2ccc(-c3ccc(Cl)cc3)o2)C1 (centres undefined)	-6	-2	0.0	-26	0.9	-1	10	0.4	0.3
Cc1ccc2c(c1)N(CC(=O)NCc1cccnc1)C(=O)CO2	-17	-2	0.7	-13	1.3	2	38	0.7	0.2
CCCn1c(Nc2ccc(Cl)cc2)nc2ccccc21	-6	0	0.1	-16	1.9	1	7	0.0	-0.5
O=C(O)c1ccccc1NC(=O)N1CCOCC1	0	4	0.9	-46	-1.0	5	1	1.4	-1.1
O=C(O)CC(=O)Nc1ccccc1C(=O)O	-2	0	1.1	-40	0.1	6	18	0.5	1.2
CCOC(=O)C1CCN(C(=O)c2ccccc2N(C)S(=O)(=O)c2ccccc2)CC1	-13	1	0.5	-65	2.2	7	10	-0.5	0.2
Cc1ccc(OCC(=O)Nc2ccc(N3CCN(C(=O)c4ccco4)CC3)cc2)cc1C	0	-4	1.4	25	-0.9	0	-74	-0.1	3.7
COc1ccc2nc(NC(=O)CCc3cc(OC)c(OC)c(OC)c3)sc2c1	-18	6	-1.1	13	-3.3	1	-60	1.0	-1.8
CC1CC(C)CN(C(=O)c2ccncc2)C1 (centres undefined)	3	0	1.8	1	1.8	5	1	0.1	0.0
CN=CC1=C(O)c2ccccc2C1=O	-12	1	0.3	-23	1.3	2	-5	0.2	-0.7
Nc1nnc(SCc2nc3scc(-c4ccccc4)c3c(=O)[nH]2)s1	-6	-3	3.0	-30	1.5	-2	15	0.1	3.7
CC(C(=O)NCC1CCCCC1)N1CCN(S(=O)(=O)c2ccccc2F)CC1 (centres undefined)	-6	3	1.8	-8	0.6	9	-4	0.0	0.3
COc1ccc(C2CC3(CC(C)(C)NC(=O)N3)Oc3cc(O)ccc32)cc1 (centres undefined)	9	-3	0.1	3	-1.5	-2	1	0.1	0.3
Cc1nc(SCC(=O)NCc2ccccc2)c2c(=O)n(C)c(=O)n(C)c2n1	-2	-5	1.5	-12	2.0	3	12	1.8	-0.5
CCN(CC)CCn1c(NCc2ccccn2)nc2ccccc21	-15	4	0.1	-37	0.5	5	24	-1.2	-0.1
NC(N)=Nc1nc2ccc([N+](=O)[O-])cc2[nH]1	-12	1	1.2	-6	0.9	1	-5&-11	0.8	2.3
O=C(/C=C/c1ccc(Cl)cc1)Nc1ccc(N2CCOCC2)cc1	-6	-1	0.5	-16	0.0	3	0	0.2	0.0
CC1=C/C(=N\S(=O)(=O)c2ccccc2)C(C(C)C)=CC1=O	-5	-4	0.7	-118	-0.2	6	16	-0.8	1.2
CSc1cccc(NC(=O)C2CCCN(S(=O)(=O)c3ccc(F)cc3)C2)c1 (centres undefined)	-5	5	-0.5	4	-1.5	8	-30	0.0	1.0
O=C1N/C(=N\N=C\c2cccs2)SC1Cc1ccc(Cl)cc1Cl (centres undefined)	-16	3	0.1	-2	0.2	5	9	-0.3	3.9
Cc1oc(-c2cc(F)ccc2F)nc1CN1CCN(c2ncnc3ccccc23)CC1	6	1	2.7	-25	-0.4	7	-53	0.1	4.9
O=C1/C(=C/c2cccnc2)Sc2ccccc21	6	4	1.2	3	-3.7	6	-34	-0.8	0.2
O=C(OCc1nc2ccccc2s1)c1cnccn1	8	1	-0.1	0	-0.5	5	32	1.4	1.8
COc1ccc(CC2(CO)CCN(Cc3ccncc3)CC2)cc1	-28	3	0.6	-23	1.8	0	6	-0.4	-0.1
CCOC(=O)C1=C(c2ccccc2)O/C(=C(\C(=O)OC)C(F)(F)F)S1	14	0	-0.1	-40	-2.5	4	31	-0.2	1.9
COc1cc(NS(=O)(=O)c2ccc(NC(=O)c3ccc(S(=O)(=O)N4CCCCC4)cc3)cc2)ncn1	-19	1	-0.8	-46	1.9	3	11	0.5	0.1
CCOc1ccc(-n2ccnc2)nn1	-16	1	1.1	-11	2.3	-7	3	0.6	1.4
Fc1ccc2nc3n(c2c1F)CCCCCC3	-20	-5	0.3	13	-2.2	-3	27	0.3	-0.9
CCCCN1CCCC1CNC(=O)c1cc(C#N)c2ccccc2c1OC (centres undefined)	1	2	0.9	11	0.9	-5	.	0.9	2.2
O=C(Nc1ccccc1)N(Cc1ccc2c(c1)OCO2)Cc1nc2ccccc2c(=O)[nH]1	-3	-2	-0.5	-2	0.4	5	10	-1.0	-0.3
O=C(Nc1ccc(S(=O)(=O)Nc2ncccn2)cc1)c1ccc(Br)s1	-24	-4	0.8	1	-0.7	1	-2	0.4	0.9
COc1ccccc1N1CCN(CC(=O)Nc2c(C)n[nH]c2C)CC1	-23	-3	0.8	17	-1.3	4	11	1.4	1.4
CC(=O)N1CCN=C1SCc1ccc(C)cc1	-6	-2	-0.3	-4	-1.4	1	-1	1.4	-0.9
(next part)
SMILES	S1P4 antag	Ba/F3 V617F tox	TRPML3 ag	m-calpain inh	S1P4 ag	BaF3 parental	EP2 modulator	PERK inh	zfTRPN1 agonist
CNC(=O)c1ccc(-n2nc(C)cc2-c2ccccc2)cc1	-5	6	-0.5	11	-1.2	5	3	0.2	0.2
CCNC(=S)N1CCN(CCN=CC2=C(O)CC(C)(C)CC2=O)CC1	7	-1	0.1	3	0.7	-1	-6	0.8	1.5
Cc1c(O)ccc(/C(Cc2ccc3ccccc3n2)=N\O)c1O	-26	-1	1.8	-6	-0.7	5	5	0.0	1.1
O=C(O)c1ccc(S(=O)(=O)c2ccc3c(c2)C(=O)N(CC2CCCO2)C3=O)cc1 (centres undefined)	4	-7	-0.4	-45	-3.8	2	29	2.0	0.2
Cc1cc(C(=O)NC2CC2)c2ccccc2n1	-9	5	0.9	25	-0.2	3	-3	-0.3	2.1
Cc1nn2cc(-c3cccc(Cl)c3)cnc2c1Cl	-3	2	0.5	-16	1.6	4	-9	1.1	-1.8
CC(=O)c1ccc(N2CCN(C(=O)c3ccc4ccccc4n3)CC2)cc1	-15	76*	0.5	-12	-0.1	11	-41	0.8	0.2
CC1CCN(C2CCN(S(=O)(=O)c3ccc(F)cc3)CC2)CC1	0	3	0.5	-34	-0.8	2	0	-0.3	0.4
O=C(CSc1nnc(Cc2ccccc2)o1)Nc1ccc(Br)cn1	-21	-1	1.5	6	-1.5	3	0	-0.3	-0.7
COc1ccc(S(=O)(=O)N(C)CC(=O)NCc2cccnc2)cc1	-12	1	0.9	-6	1.3	4	20	-0.6	-0.2

The list goes on, starting with the last two of the part before.
SMILES	S1P4 antag	Ba/F3 V617F tox	TRPML3 ag	m-calpain inh	S1P4 ag	BaF3 parental	EP2 modulator	PERK inh	zfTRPN1 agonist
O=C(CSc1nnc(Cc2ccccc2)o1)Nc1ccc(Br)cn1	-21	-1	1.5	6	-1.5	3	0	-0.3	-0.7
COc1ccc(S(=O)(=O)N(C)CC(=O)NCc2cccnc2)cc1	-12	1	0.9	-6	1.3	4	20	-0.6	-0.2
Cc1noc(C)c1CSc1nc2ccccc2[nH]1	-12	1	-0.1	-6	1.4	4	-4	-0.5	-0.5
O=C(COC(=O)CN1C(=O)c2cccc([N+](=O)[O-])c2C1=O)NC1CCS(=O)(=O)C1 (centres undefined)	8	-3	0.4	9	-1.8	1	9	1.1	-0.3
Cc1ccc(-c2[nH]c(-c3ccc(Cl)cc3)nc2SCC(=O)NCC2CCCO2)cc1 (centres undefined)	6	2	0.7	10	0.8	6	-28	0.1	-0.5
CC1(C)C(O)=C(c2nc3ccccc3[nH]2)C(=N)N1c1ccccc1	-3	-4	0.7	-13	0.1	3	-27	0.2	0.5
Cc1ccc(CCC2C3=C(CCCC3=O)OC3=C2C(=O)CCC3)cc1	-6	0	0.9	-28	2.7	7	53	-2.3	-1.5
CC1CCCCC1NC(=O)CCCc1nc2ccccc2c(=O)[nH]1 (centres undefined)	1	-1	0.1	-19	-1.2	-1	26	-0.2	1.5
CC1CC(=O)Nc2ccccc2S1(=O)=O (centres undefined)	0	0	1.1	13	-1.3	5	29	1.2	2.5
CCOC(=O)Cn1cc(/C=N/NC(=O)c2cc3ccccc3o2)c2ccccc21	-11	0	-0.5	35	-1.9	-9	-20	0.0	-0.8
O=C(Nc1cccc(-c2nc3cccnc3s2)c1)c1cccnc1Cl	-12	2	1.9	-18	1.0	1	-58	-0.2	7.0
CCn1c(NCc2ccco2)nc2ccccc21	0	5	-0.5	10	-1.3	11	-15	0.3	0.0
NNC(=O)c1cccc(Cn2cc(Br)c([N+](=O)[O-])n2)c1	8	0	0.2	-4	-0.8	0	-7	-1.9	1.4
CCOC(=O)c1c(O)c2ccccc2oc1=O	-8	-4	-0.5	-17	1.7	-4	28	1.4	0.7
COc1ccc(-c2ccc(C#N)c(SCC(=O)OCc3ccccc3)n2)cc1OC	-7	-2	0.4	-322	2.2	4	29	0.1	1.1
